Assay outcomes as filed in PubChem.
TRb SRC2 PPI: qHTS for Inhibitors of the Interaction of Thyroid Hormone Receptor and Steroid Receptor Coregulator 2 | Thyroid hormone receptor beta (Homo sapiens), P10828 | TRbeta-SRC2 peptide binding, fluorescence polarization; receptor liganded with 1 µM T3 | Potency, µM (series often up to 106 µM), for inactives: at the highest dose activity change, negative = inhibition, hits mostly inhibitors | 0.065% of 280,000 active | AID 1469, 2008;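 further: plate controls were bound peptide for no effect and peptide without receptor for full effect; nearly all actives have a fitted effect of over 50% in size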
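Human TRb ligand-binding domain (0.6 uM) is mixed with 20 nM Texas Red SRC2 peptide and 1 uM T3; after compound addition and 5 hr at ambient temperature, polarization is measured and normalized to unbound and bound controls.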
KDM4E inh: qHTS Assay for Inhibitors of Human Jumonji Domain Containing 2E (JMJD2E); Potency, µM (doses to about 57.1 µM), without a hit: at the top dose activity change, negative = inhibition, hits mostly inhibitors; 1.6% of 230,000 active; AID 2147, 2009; JMJD2E catalytic domain, FDH-coupled NADH fluorescence (FDH is formaldehyde dehydrogenase); active means well fitted inhibition curve with a large enough effect, not every such curve was filed as active; inconclusive means small, poorly fitted or top-dose-only effect, or another doubt; inactive means no such curve, though single readings can be large or run the other way;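 further: 0% = wells with enzyme and -100% = buffer wells without enzyme; nearly all actives have a fitted effect of over 50% in size; many of its hits are not listed in these tables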
Target sequence (B2RXH2 1-337 limits assumed): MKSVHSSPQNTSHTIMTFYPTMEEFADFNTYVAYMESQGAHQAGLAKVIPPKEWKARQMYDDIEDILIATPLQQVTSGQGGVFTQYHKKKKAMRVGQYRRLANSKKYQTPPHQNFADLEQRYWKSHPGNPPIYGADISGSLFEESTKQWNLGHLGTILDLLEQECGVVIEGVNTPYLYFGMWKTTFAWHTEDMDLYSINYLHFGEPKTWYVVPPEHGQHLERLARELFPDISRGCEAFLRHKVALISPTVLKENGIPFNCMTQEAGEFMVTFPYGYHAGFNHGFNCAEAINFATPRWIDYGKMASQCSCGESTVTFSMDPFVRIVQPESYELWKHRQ
TexasRed fluor: Total Fluorescence Counterscreen for Inhibitors of the Interaction of Thyroid Hormone Receptor and Steroid Receptor Coregulator 2; TRb/SRC2 Texas Red total fluorescence interference; Potency, µM (doses to about 106 µM), inactives show top-dose fluorescence change, negative = quenching; 0.29% of 280,000 active; AID 1479, 2009; active means well fitted curve in either direction with a large enough effect; inconclusive means small, poorly fitted or top-dose-only effect; further: on the % scale 0 is the no-effect control and ±100 the full control effect
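Human TRβ ligand-binding domain (0.6 uM) and Texas Red SRC2 peptide (20 nM) in Tris buffer with 1 uM T3 and 5% DMSO were incubated with pinned compound for 5 hr at ambient temperature. Total fluorescence was computed as S + 2P (555/632 nm).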
ALDH1A1 inh: qHTS Assay for Inhibitors of Aldehyde Dehydrogenase 1 (ALDH1A1); AID 1030, 2008; Purified ALDH1A1, NADH fluorescence, propionaldehyde substrate; Potency, µM (top dose mostly 75.3 µM), for the others: at the top dose activity, negative = inhibition, most hits filed as inhibitors; Aldehyde dehydrogenase 1A1 (Homo sapiens), P00352; 7.3% of 220,000 active; active means well fitted inhibition curve with a large enough effect, not every such curve was filed as active; inconclusive means small, poorly fitted or top-dose-only effect, or another doubt; inactive means no such curve, though single readings can be large or run the other way;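 further: plate controls were no enzyme wells and a reference inhibitor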
RGS12 GoLoco inh: qHTS Assay for Inhibitors of RGS12 GoLoco Motif Activity (Red Fluorophore). Gai1:RGS12 GoLoco peptide FP, rhodamine, 10 min. Potency, µM (doses to about 61.6 µM), for the others: top-dose activity, negative = inhibition, usual class: inhibitors. 0.44% of 230,000 active. AID 880, 2007; active means well fitted inhibition curve with a large enough effect, not every such curve was filed as active; inactive means no such curve, though single readings can be large or run the other way; further: on the % scale 0 is the no-effect control and ±100 the full control effect; nearly all actives have a fitted effect of over 30% in size; many of its hits are not listed in these tables
Target sequence (P63096 whole entry, looked up): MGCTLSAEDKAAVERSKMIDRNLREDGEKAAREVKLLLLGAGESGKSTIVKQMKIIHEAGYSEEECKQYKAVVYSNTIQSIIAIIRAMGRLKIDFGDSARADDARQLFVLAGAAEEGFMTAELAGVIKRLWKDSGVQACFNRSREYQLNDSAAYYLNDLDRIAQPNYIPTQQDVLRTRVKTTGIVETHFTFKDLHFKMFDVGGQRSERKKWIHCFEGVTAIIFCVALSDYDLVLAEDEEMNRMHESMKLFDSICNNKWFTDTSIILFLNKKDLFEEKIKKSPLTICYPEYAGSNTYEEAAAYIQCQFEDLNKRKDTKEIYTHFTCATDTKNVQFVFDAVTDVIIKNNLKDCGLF
RECQ1 inh: qHTS Assay for Inhibitors of RecQ-Like Dna Helicase 1 (RECQ1) | ATP-dependent DNA helicase Q1 (Homo sapiens), P46063 | RECQ1 DNA unwinding, red fluorescence kinetic read | Potency, µM (series often up to 57.3 µM), for the others: top-dose activity, negative = inhibition, most hits filed as inhibitors | 0.54% of 240,000 active;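 further: plate controls were vehicle for no effect and no enzyme for full effect; nearly all actives have a fitted effect of over 30% in size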
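50 nM RECQ1T1 preincubated 15 min with compound in Tris pH 8.0 buffer with MgCl2, DTT, Tween-20 and 2.5 ug/ml poly(dI-dC); started with 200 nM TAMRA/BHQ-2 forked duplex and 2 mM ATP. Unwinding read as fluorescence (525/598 nm), two reads 2 h apart.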
SMN2 splice up: qHTS Assay for Enhancers of SMN2 Splice Variant Expression; Potency, µM (doses to about 46.1 µM), inactives show at the top dose activity change, positive = activation, actives largely listed as activators; HEK293 SMN2-luciferase splicing reporter, luminescence, 30-36 h; 2.8% of 210,000 active; further: % of control where 0% means no effect; nearly all actives have a fitted effect of over 55% in size
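HEK293 cells carry an SMN2 […]–luciferase reporter in which exon 7 inclusion puts luciferase in frame. Cells were plated 10-12 h before compound addition, then incubated 30-36 h at 37C. ONE-Glo luminescence was read; sodium butyrate at 4.5 mM final served as control.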
Lamin A splicing: qHTS Assay for Modulators of Lamin A Splicing; HeLa LMNA splicing GFP/RFP minigene ratio, 48 h; Potency, µM (top dose mostly 46.1 µM), without a hit: top-dose ratio change, negative = inhibition, usual class: inhibitors; 0.01% of 200,000 active; AID 1487, 2009; active means well fitted inhibition curve with a large enough effect in the signal ratio, with a control signal flat, not every such curve was filed as active; inconclusive means small, poorly fitted or top-dose-only effect, or effect the other way, or a change in a side signal; the % refers to the signal ratio; further: on the % scale 0 is the no-effect control and ±100 the full control effect
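Read-out is the ratio of GFP to DsRed2 object intensity, acquired by 488 nm laser-scanning cytometry on HeLa lamin A-EGFP minigene reporter cells. Compound incubation 48 hrs at 37 °C in Opti-MEM with 2% FBS; DMSO 0.5% final.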
Numbers without * were called inactive; i = inactive; ? = inconclusive; nt = no result given; & = joins results of further samples; [ ] = another dose, or the depositor's remark. Unless noted, the call rests on the fitted dose curve; in most records, active means well fitted curve in the direction sought with a large enough effect; inconclusive means small, poorly fitted or top-dose-only effect, or another doubt; inactive means no such curve, though single readings can be large; an effect the other way counts as inactive or inconclusive. Potency means the concentration at half of the fitted maximal effect. Not all compounds are listed, so the mix of outcomes need not match the whole.

Values run as follows: RGS12 GoLoco inh	TexasRed fluor	SMN2 splice up	KDM4E inh	Lamin A splicing	ALDH1A1 inh	TRb SRC2 PPI	RECQ1 inh
1. CCOc1ccc2[nH]c(=O)c(C(c3nnnn3CC3CCCO3)N3CCc4ccccc4C3)cc2c1 (stereo not drawn)
 : 9%	-4%	35%	?	12%	?	1%	-4%
2. CCOC(=O)c1ccc(NC(=O)C23CCC(C)(C(=O)O2)C3(C)C)cc1 (stereo not drawn)
 : -15%	-4%	?	-1%	-1%	?	-11%	i
3. O=C(c1ccc(-c2ccccc2)c(F)c1)C1CCCN(CCCn2cccn2)C1 (stereo not drawn)
 : 8%	-2%	nt	-11%	nt	nt	0%	i
4. Cc1cc(N=Nc2ccc(Cl)cc2)cc(CN2CCCC2)c1O
 : 5%	-3%	nt	3%	30%[46 µM]	2%	-4%	-29%
5. O=C(COc1cccc(C(F)(F)F)c1)NCCCN1CCCC1=O
 : 9%	1%	27%	-3%	-5%	2%	0%	i
6. CCCCn1c(/N=C/c2ccc3c(c2)OCO3)nc2ccccc21
 : 2%	0%	18%	-3%	-5%	?	1%	-8%
7. C=CCSc1nc2c(c(C3CC=CCC3)c1C#N)CCC2 (stereo not drawn)
 : 11%	2%	-10%	12%	-11%	-9%	-17%	-17%
8. c1ccc(-c2nnc3sc(CN4CCc5ccccc54)cn23)cc1
 : 10%	-4%	-55%[inhibitor]	2%	?	?	-6%	-1%
9. CC1CCN(C2(O)C(=O)Nc3ccc(Br)cc32)CC1 (stereo not drawn)
 : -3%	2%	-3%	-5%	?	7%	2%	i
10. Cc1ccc(S(=O)(=O)N2c3ccccc3-c3c(ssc3=S)C2(C)C)cc1
 : -3%	-16%	-29%	-20%	-22%	4%	0%	-8%
11. Cc1cc(NC(=O)c2ccccc2)ncc1NC(=O)c1ccco1
 : 30%[activator]	-3%	8.9µM*	-5%	-10%	11µM*	8%	5%
12. CC(=O)Nc1cc(C(=O)N2CCN(C)CC2)ccc1Sc1ccc(C)cc1
 : 2%	-2%	15%	6%	9%	?	0%	-7%
13. CCc1ccc2oc(-c3ccc(OC)cc3)cc(=Nc3c(C)n(C)n(-c4ccccc4)c3=O)c2c1
 : -3%	-1%	-104%[inhibitor]	?	nt	?	5%	i
14. Cn1c(=O)c2c(nc(Oc3ccc4c(c3)OCO4)n2Cc2ccc(Br)cc2)n(C)c1=O
 : 4%	-1%	nt	0%	nt	nt	-2%	-3%
15. Cc1nc2cc(Nc3nnc(-c4ccccc4)c4ccccc34)ccc2n1C
 : nt	-1%	nt	3%	3%	-9%	-3%	-7%
16. Cc1ccc(-c2noc(/C=C/c3ccccc3)n2)cc1
 : -10%	-2%	?	7%	2%	4%	-1%	-5%
17. Cc1ccc(S(=O)(=O)n2ccc(-c3ccc(OCc4c(F)cccc4Cl)cc3)n2)cc1
 : -7%	1%	-33%[inhibitor]	2%	-5%	4%	8%	i
18. CSc1nnc(-c2sc3cc(C(F)(F)F)cnc3c2-c2cccnc2)n1C
 : -30%	-5%	9%	?	-24%	?	1%	-14%
19. CCCOc1ccc(/C=C/C(=O)Nc2ccc([N+](=O)[O-])cc2C)cc1OC
 : 58%[activator]	1%	7%	-3%	-1%[0.0737 µM]	-2%	-4%	-3%
20. Cc1cccc(N/N=C2/COC(C)(C)CC2=O)c1
 : -2%	-3%	18µM*	5%	8%	?	6%	-3%
21. Cc1ccc(NC(=O)Nc2ccc(F)cc2)cc1Cl
 : 6%	1%	?	3%	-17%[46 µM]	10%	6%	i
22. CCOC(=O)/C(C(N)=NCCO)=C(/O)c1ccccc1
 : -2%	-3%	6%	3%	11%	?	2%	-14%
23. COc1ccc(OC)c(NC(=O)CSc2nnc(Cn3c(=O)sc4ccccc43)n2C)c1
 : 6%	-5%	3%	10%	-8%	-1%	6%	-3%
24. O=C(Nc1nccs1)C1Cc2ccccc2CN1S(=O)(=O)c1ccc(F)cc1 (stereo not drawn)
 : 2%	-5%	11µM*	-1%	-10%	-5%	1%	-10%
25. Cc1sc2ncn(CCC(=O)O)c(=O)c2c1C
 : 5%	-3%	-20%	-1%	3%	1%	-5%	-2%
26. Cc1ccc(OCc2nnc(SCCN3CCOCC3)n2C)cc1
 : -11%	-4%	-8%	?	5%	-11%	-4%	-16%
27. O=C(CNCc1ccc(F)cc1)Nc1ccccc1-c1ccccc1
 : 5%	0%	-13%	-5%	?	?	-1%	-29%
28. Nc1ccc2c(c1)C(=O)C(=O)c1ccccc1-2
 : -64%	1%	-62%[inhibitor]	0%	?	2.2µM*	2%	3%
29. CS(=O)(=O)N(CC(=O)NC1CCCCCC1)Cc1ccccc1
 : 6%	-6%	-2%	3%	-6%	-12%	-9%	3%
30. COC(=O)[C@@H]1C[C@@]2(O)[C@@H](O)[C@@H](O)[C@@H](O)C[C@H]2N1Cc1cc(OC)cc(OC)c1
 : -9%&-3%	1%&-2%	-8%	?	nt	?	6%&6%	?
31. COc1ccccc1NS(=O)(=O)c1ccc2c(c1)n(C)c(=O)n2C
 : -8%	-3%	-13%	-1%	7%	?	5%	11%
32. N#CC1(C#N)C(C(=O)C23CC4CC(CC(C4)C2)C3)C12CCOCC2 (stereo not drawn)
 : 2%	-2%	6%	4%	nt	-4%	-1%	i
33. Cc1cc(=O)oc(C)c1C(=O)NCCCN1C(C)CCCC1C (stereo not drawn)
 : -9%	5%	-9%	-18%	9%	8%	-2%	-2%
34. Cc1nnc(SCC(=O)NC(=O)NC(C)(C)C)n1N
 : 8%	0%	2%	0%	1%	-7%	-5%	-11%
35. C=CCNC(=O)c1ccccc1NC(=O)c1ccc(Cl)c(S(=O)(=O)Nc2cc(C)ccc2C)c1
 : -7%	-10%	2%	-23%	24%	350%[activator]	3%	-14%
36. FC(F)c1nnc2c(Cl)cc(C(F)(F)F)cn12
 : 8%	-4%	4%	-1%	nt	-2%	-2%	i
37. COc1ccc(-c2noc(CN(C)C(=O)Nc3ccccc3)n2)cc1
 : 2%	-1%	-21%	4%	?	3%	2%	i
38. CC(=O)Nc1ccc(Nc2nc(Cl)nc(Nc3ccc(NC(C)=O)cc3)n2)cc1
 : 12%	4%	nt	-4%	-18%[46 µM]	1%	-3%	-6%
39. O=C(O)/C=C/C(=O)Nc1ccccc1SC(F)(F)F
 : -30%	2%	-8%	6%	-15%	11µM*	3%	3%
40. COc1c2c(cc3c1C(CC(O)C(C)C)N(C)CC3)OCO2 (stereo not drawn)
 : 4%	-1%	1%	6%	nt	7%	-1%	2%
41. NC(=O)c1c(NC(=O)CN2CCCC2)sc2c1CCCC2
 : 1%	-1%	-16%	2%	-11%	18µM*	-19%	-2%
42. Cc1ccc(C(C)(C)C)cc1
 : 1%	-1%	-5%	nt	nt	12%	-4%	-5%
43. COC(=O)c1ccc(COC(=O)CNC(=O)c2ccco2)cc1
 : 2%	-2%	?	-4%	3%	?	-6%	-7%
44. COc1ccccc1Nc1nc(N)nc(CN2CC(C)CC(C)C2)n1 (stereo not drawn)
 : 4%	-3%	-7%	-14%	18%[46 µM]	-1%	8%	-2%
45. COCC(C)NCc1cccc(OC)c1OC (stereo not drawn)
 : -24%	0%	15%	-7%	10%	?	5%	-4%
46. Cc1ccc(C(=O)Nc2ccc(C)c(S(=O)(=O)N(C)C)c2)s1
 : -3%	0%	13µM*	12%	?	?	2%	5%
47. CCCCc1nc2c(c3c1C[C@H](C)OC3)CN(C(=O)N[C@@H](C)c1ccccc1)CC2
 : 12%[14.2 µM]	-16%[11.2 µM]	8%[9.22 µM]	7%[11.4 µM]	9%[9.22 µM]	15%[13.5 µM]	0%[11.2 µM]	i[11.5 µM]
48. Cn1c(=O)oc2cc(S(=O)(=O)NCCC(=O)N3CCc4ccccc4C3)ccc21
 : 7%	-1%	-15%	2%	-11%	?	-9%	i
49. CCOC(=O)c1c(C)n2c3c(cc(C)cc13)CCC2
 : -7%	-4%	-3%	15%	nt	6%	9%	8%
50. O=C(c1ccc(Oc2ccc(C(F)(F)F)cn2)cc1)N1CCN(c2ccccc2)CC1
 : -12%	-4%	-63%[inhibitor]	-5%	3%	-13%	2%	-1%
51. O=C(Nc1ccccc1C(=O)O)c1ccc(Br)o1
 : 0%	-1%	6%	3%	-1%	4µM*	-4%	0%
52. O=C(NCCC1=CCCCC1)c1ccc([N+](=O)[O-])cc1
 : -2%	-1%	2.8µM*	-12%	-11%	-11%	-20%	-5%
53. CCNC(=S)N/N=C/c1ccc(-c2ccccc2)o1
 : 13%	-1%	18%	-2%	?	?	5%	-11%
54. O=C(N1CCN(c2cccc(Cl)c2)CC1)C1(S(=O)(=O)c2ccc(Cl)cc2)CC1
 : 2%	-5%	4%	-1%	?	3%	-4%	-10%
55. CCOc1ccc(NC(=O)CSc2nc3nc4c(cc3c(=O)n2CC)COC(C)(C)C4)cc1
 : 3%	0%	nt	5%	nt	nt	3%	1%
56. COc1ccc(-c2ccc(-c3noc(-c4ccccc4OC)n3)c(OC)n2)cc1
 : 24%	-1%	-16%	?	-7%	?	-4%	-5%
57. Cc1nc(-c2ccc(S(=O)(=O)Nc3cc(S(=O)(=O)N(C)C)ccc3C)s2)cs1
 : -2%	-2%	nt	2%	nt	-8%	2%	2%
58. COc1cc(C2SCC(=O)N2CCN2CCCCC2)ccc1O (stereo not drawn)
 : 15%	2%	-3%	-2%	?	4%	-4%	i
59. O=C(Nc1ccsc1C(=O)NC1CC1)c1ccccc1
 : -7%	-1%	-29%	10%	-12%	-9%	-9%	-5%
60. Cn1nnc2cc(C(=O)Nc3ccc4ccccc4c3)ccc21
 : 5%	-9%	3.2µM*	?	10%[46 µM]	14%	-3%	i
